SENP6 inh: SENP6 protease inhibition | Recombinant SENP6 catalytic domain, aminoluciferin luminescence | inhibition, % at 10 µM | hit rate 1.8% among 330,000;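 active = inhibition above about 50% at the single tested dose, limit read from the data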;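 note: plate controls were DMSO wells with enzyme for no effect and DMSO wells lacking enzyme for full effect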
UBC13 polyUb: blocks human UBC13 polyubiquitin chain formation; P61088; TR-FRET; inhibition, % at 20 µM; hit rate 0.47% among 330,000; AID 485273; in the data active = inhibition above about 45%, passing the limit was not always enough
Target sequence (P61088 whole entry, looked up): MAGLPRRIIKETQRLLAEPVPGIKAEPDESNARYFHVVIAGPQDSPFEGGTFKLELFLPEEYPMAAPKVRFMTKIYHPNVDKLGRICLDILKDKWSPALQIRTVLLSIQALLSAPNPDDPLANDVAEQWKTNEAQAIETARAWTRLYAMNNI
PfG6PD inh: PfG6PD (Plasmodium falciparum) enzyme inhibition | PfGluPho enzyme, NADPH resazurin-diaphorase fluorescence | inhibition, % at 20 µM | hit rate 0.78% among 350,000 | AID 504690;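 active = inhibition reaching at least a set limit at 20 µM in the primary screen, cut at about 59% in these data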;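 note: 0% = DMSO wells with substrate and 100% = DMSO wells lacking glucose-6-phosphate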
SENP8 block-1: blocks human SENP8 cleavage of Nedd8 substrate; Q96LD8; recombinant SENP8, Nedd8 substrate fluorescence; inhibition, % at 20 µM; hit rate 0.64% among 360,000; AID 602440; in the data active = inhibition mostly above about 40%, no sharp cut-off; inactive = mostly below about 27%
Target sequence (Q96LD8 whole entry, looked up): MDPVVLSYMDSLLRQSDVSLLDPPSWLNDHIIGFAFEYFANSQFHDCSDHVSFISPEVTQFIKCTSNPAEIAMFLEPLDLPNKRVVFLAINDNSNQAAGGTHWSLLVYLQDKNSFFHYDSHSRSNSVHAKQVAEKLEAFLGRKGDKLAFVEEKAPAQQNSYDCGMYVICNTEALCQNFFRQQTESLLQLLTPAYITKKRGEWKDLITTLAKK
MIN6 prolif: inducers of beta-cell replication in MIN6 cells; proliferation, % at 10 µM; MIN6 cells proliferation, ATPlite luminescence, 48 h; cells starved in 0.2% serum; 100% = growth in 10% serum; hit rate 0.29% among 330,000; AID 2380;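 active = compounds whose signal lies at least 3.5 SD above the mean of all wells on their plate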;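 note: 0% = DMSO-treated cells in low-serum medium and 100% = 10% serum control; some compounds called inactive have numbers as strong as hits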
SENP7 inh: blocks the human protease SENP7 | Q9BQF6 | recombinant SENP7, Z-RLRGG-aminoluciferin luminescence, 40 min | inhibition, % at 5 µM | hit rate 1.5% among 330,000 | AID 434973;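 active = inhibition above about 50% at the single test dose, limit read from the data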;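 note: plate controls were DMSO with enzyme for no effect and no enzyme buffer wells for full effect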
Target sequence (Q9BQF6 706-1050 limits assumed): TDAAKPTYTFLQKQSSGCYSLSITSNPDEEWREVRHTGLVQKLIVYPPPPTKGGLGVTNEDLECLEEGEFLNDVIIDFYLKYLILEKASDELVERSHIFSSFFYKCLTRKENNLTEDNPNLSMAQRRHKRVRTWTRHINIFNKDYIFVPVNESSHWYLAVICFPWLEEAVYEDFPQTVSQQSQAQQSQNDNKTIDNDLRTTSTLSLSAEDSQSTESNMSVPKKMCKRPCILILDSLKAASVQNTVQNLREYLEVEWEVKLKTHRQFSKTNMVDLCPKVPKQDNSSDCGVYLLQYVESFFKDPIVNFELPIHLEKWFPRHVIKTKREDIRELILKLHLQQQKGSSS
SENP8 block-2: SENP8 protease inhibition | Q96LD8 | AID 2540 | inhibition, % at 10 µM | purified SENP8, Z-RLRGG-aminoluciferin cleavage, luminescence | hit rate 1.2% among 330,000; in the data active = inhibition above about 50%
SENP1 FRET inh: SENP1 (human) catalytic domain inhibition; Q9P0U3; recombinant SENP1 catalytic domain, CyPet-SUMO1-YPet FRET cleavage; inhibition, % at 10 µM; hit rate 0.21% among 360,000; AID 624204;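 active = inhibition at least 30% at 10 µM, raw YFP signal under a set limit, fluorescence ratio 0.5 to 1.5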;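 note: 0% = enzyme with DMSO and 100% = no enzyme wells; some results filed as inactive read as strong as hits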
Target sequence (Q9P0U3 419-644 limits assumed): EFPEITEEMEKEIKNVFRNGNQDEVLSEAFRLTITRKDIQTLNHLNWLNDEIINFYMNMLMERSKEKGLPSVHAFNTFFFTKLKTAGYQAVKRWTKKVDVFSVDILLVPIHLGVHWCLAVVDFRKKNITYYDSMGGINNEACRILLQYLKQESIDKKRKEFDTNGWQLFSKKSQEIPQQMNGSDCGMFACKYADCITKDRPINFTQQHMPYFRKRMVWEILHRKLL
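Test system: human SENP1 catalytic domain; medium: Tris pH 8 buffer plus EDTA, NaCl, BME, BSA, NP40, catalase; incubation: 50 min reaction at room temperature; technique: FRET, CFP and YFP emission; controls: no-enzyme low control and enzyme-plus-DMSO high control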
HKDC1 inh: HKDC1 (human) hexokinase inhibition; Q2TB90; recombinant HKDC1, G6PDH/diaphorase resazurin coupled fluorescence; inhibition, % at 20 µM; hit rate 0.16% among 340,000;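 active = inhibition above about 35% when tested at 20 µM, limit read from the data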;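 note: plate controls were DMSO wells with enzyme for no effect and DMSO wells lacking enzyme for full effect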
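Test system: Recombinant HKDC1 (HK5) hexokinase enzyme, produced in-house | Input: HKDC1 at 5 µg/mL | Buffer or medium: Tris pH 8.0 buffer with MgCl2, Tween-20, BSA, BME | Schedule: 90 min reaction incubation at room temperature, dark | Technique: Resazurin-to-resorufin fluorescence via G6PDH and diaphorase coupling, 525/613 nm | Controls: DMSO wells with and without enzyme mix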
* = called active by the depositor; . = not tested or not shown; & = joins results of further samples.

SMILES	SENP6 inh	UBC13 polyUb	PfG6PD inh	SENP8 block-1	MIN6 prolif	SENP7 inh	SENP8 block-2	SENP1 FRET inh	HKDC1 inh
Cc1ccc(-c2nnc(N3CCOCC3)c3ccccc23)cc1S(=O)(=O)N(C)C	-16	-6	30	7	-4	-8	-12	0	-2
O=c1cc(-c2ccccc2Cl)oc2c(NS(=O)(=O)c3cccs3)ccc(O)c12	-7	4	-32	12	-1	1	-8	1	4
CC12CN3CC(C)(CN(C1)C3c1ccc3c(c1)OCO3)C2 (stereo not given)	5	-5	-10	6	1	-3	-8	0	-10
O=C1c2cccc3c(N4CCOCC4)c([N+](=O)[O-])cc(c23)C(=O)N1c1cccc2ccccc12	-6	-37	14	22	0	-9	-7	22	-3
CC(=O)Nc1ccccc1-c1nc2ccc(C(=O)N3CCN(c4cc(C)ccc4C)CC3)cc2[nH]c1=O	-12	-9	-4	-14	-2	12	-8	-16	1
CCc1ccc(CCC(=O)Nc2ccc(Br)cc2)o1	-29	-4	-1	7	1	-4	13	-6	-1
CCOc1cccc(N2C(=O)CC(N3CCC(C(N)=O)(N4CCCCC4)CC3)C2=O)c1 (stereo not given)	-9	0	2	6	-1	0	-1	0	-1
COC(=O)Cn1c(=O)c2c(nc(Br)n2Cc2ccccc2Cl)n(C)c1=O	-19	-5	-21	8	-1	-11	-11	2	3
COc1ccc(C2c3ccsc3CCN2C(=O)NC(C)(C)C)cc1 (stereo not given)	-12	-8	3	14	0	-20	-5	0	0
COc1cc(S(=O)(=O)N(Cc2ccccn2)Cc2ccccc2Cl)ccc1-n1cnnn1	-40	-3	7	14	2	4	4	0	-12
O=C(Cn1cnc([N+](=O)[O-])n1)N/N=C/c1ccc2ccccc2c1	14	-6	19	23	-4	-11	-8	2	-4
CCCOc1ccc(CC(=O)NNC(=S)Nc2ccccc2)cc1Br	-3	-37	-18	12	-3	3	6	1	-9
CC(C)(C)NC(=O)c1ccccc1-c1nc(-c2ccccc2Cl)no1	-15	10	-10	18	2	5	-1	2	-1
CC(C)c1ccc(NC(=O)C(=O)C2C(=O)Nc3ccccc32)cc1 (stereo not given)	-25	-2	-21	21	1	-2	-8	1	-7
[O-]/[N+](=C\c1ccccc1)c1ccccc1	-4	-11	41	39	1	10	-9	3	1
CCNC(=O)CNC(=O)c1nn(Cc2ccccc2)c(=O)c2ccccc12	-8	-7	-1	3	0	-4	1	-1	0
O=C(CN(c1ccccc1Cl)S(=O)(=O)c1ccccc1)N/N=C/c1ccccc1C(=O)O	-10	3	-18	6	-1	-1	-1	1	-4
Cc1cc(OCC(=O)Nc2ccccn2)c2c(C)cc(=O)oc2c1	4	10	7	-195	0	-2	-1	2	-3
O=S(=O)(c1ccc(Cl)cc1)N1CCC(c2nc3ccccc3[nH]2)CC1	7	9	3	11	-2	2	5	0	-5
CCOC(=O)c1sc2ncn(CC(=O)N(CC)CC)c(=O)c2c1C	5	-3	-12	17	-4	8	2	1	-9
O=C(NCCS(=O)(=O)N1CCN(c2cccc(Cl)c2)CC1)c1ccco1	-15	5	-8	7	1	0	6	1	-1
C/C(CCc1oc2c(Br)cc(Br)cc2c1-c1ccc(C)o1)=N\O	-10	-7	31	8	-5	1	-3	6	15
O=C(COC(=O)c1n[nH]c2ccccc12)Nc1ccccc1F	-2	4	-2	0	-5	3	3	-5	-3
Cc1ccc(OCC(=O)NNC(=O)C2CSC3(C)CCC(=O)N23)cc1 (stereo not given)	2	0	-6	6	6	4	0	0	2
CC(C)CCN(C(=O)c1csnn1)C(C(=O)NC1CCCC1)c1ccc(F)cc1 (stereo not given)	-8	-1	-3	17	-4	-6	-11	1	3
CC(C)NC(=O)Cn1nnc(-c2cccc(NC(=O)c3ccccc3F)c2)n1	-1	4	-10	19	4	3	-13	1	0
COc1cc(/C=N/Nc2nc3ccccc3o2)cc(OC)c1O	5	-6	34	-99	-2	-5	2	0	5
CCOC(=O)C1CCN(c2c(N3CCCCCC3)c(=O)c2=O)CC1	-17	2	1	8	-4	-5	3	1	-4
O=C(O)C1CCCCC1C(=O)NCCCn1ccnc1 (stereo not given)	-10	-8	1	12	1	-4	-8	2	-8
COC(=O)c1ccc(CN2CCN(CC(C)C)C(CCO)C2)cc1 (stereo not given)	-15	-6	3	7	-3	13	3	-1	-8

Overlap with the part before: 2 compounds, followed by the next part.
SMILES	SENP6 inh	UBC13 polyUb	PfG6PD inh	SENP8 block-1	MIN6 prolif	SENP7 inh	SENP8 block-2	SENP1 FRET inh	HKDC1 inh
O=C(O)C1CCCCC1C(=O)NCCCn1ccnc1 (stereo not given)	-10	-8	1	12	1	-4	-8	2	-8
COC(=O)c1ccc(CN2CCN(CC(C)C)C(CCO)C2)cc1 (stereo not given)	-15	-6	3	7	-3	13	3	-1	-8
COc1ccc(C(C#N)Nc2ccccc2C)cc1 (stereo not given)	7	8	-1	30	-3	-8	-2	3	4
Cc1cccc(C(=O)OCC(=O)NC(=O)NCc2ccccc2)c1	-9	20	-4	13	2	-5	-2	1	-4
CCOC(=O)N1CCN(C(=O)CNC(=O)Cc2ccc(Cl)cc2)CC1	-4	4	-13	13	-1	10	1	2	-7
Cc1cc(/C(N)=N/OC(=O)Nc2cccc(C(F)(F)F)c2)no1	-9	3	-20	0	7	3	-4	-1	2
COc1ccc(CN2CCSCC2)c(OC)c1C	8	-1	-13	10	-3	0	-4	2	-2
CCc1ccc(/C=N/NC(=O)c2cc(-c3ccccc3OC)nc3ccccc23)s1	-22	-13	15	-19	0	-4	4	0	-6
Cn1cnnc1-c1cccc(NS(=O)(=O)c2ccc(N3CCCC3=O)cc2)c1	-4	-4	-15	-5	-3	-2	-1	-4	10
CCOC(=O)c1ccc(NC(=O)Nc2ncc(Cl)cc2Cl)cc1	3	-1	.	.	-1	-1	-2	.	.
O=C(OCc1nc2ccccc2s1)c1ccco1	40	6	4	9	-2	43	6	0	-5
CCOC(=O)CCn1c(=S)n(CCC(=O)OCC)c2ccccc21	-7	-4	-15	2	-3	-11	-3	-1	0
O=C(CN(Cc1ccccc1)S(=O)(=O)c1ccc2c(c1)OCCO2)N/N=C/c1cccc(Br)c1	-27	-8	51	9	-3	-3	-16	3	-3
CCCN1CCN(c2nc(-c3cccs3)nc3ccccc23)CC1	-8	1	-10	-7	-1	-2	-6	0	5
COc1ccc(C2(C(=O)N3CCOCC3)CCOCC2)cc1OC	-4	-4	3	26	-3	2	-12	3	-5
CC(C)c1nnc(NC(=O)c2ccc(N3C(=O)CCC3=O)cc2)s1	-16	-3	-9	13	2	-4	7	5	4
COc1ccc(C(=O)/C=C/c2ccsc2)cc1CSCC(=O)O	-7	-12	0	20	-6	-8	-3	3	36*
COc1ccccc1CN1C(=O)c2ccccc2C1C(=O)NC1CCC(C)CC1 (stereo not given)	-19	-17	-22	15	4	-11	-11	1	2
CCOC(=O)c1cccc(NC(=O)C2CCCN(S(=O)(=O)c3c(C)n[nH]c3C)C2)c1 (stereo not given)	0	2	1	30	-1	5	1	3	-2
Cc1ccc(-c2nnc(N3CCN(C(=O)c4cccs4)CC3)c3ccccc23)cc1	-10	7	-9	21	0	-1	2	4	-2
O=C(CSc1ncn[nH]1)Nc1nsc(-c2ccccc2)n1	1	-8	-11	11	1	-6	-8	3	10
CC1Cc2ccccc2N1C(=O)CSc1nnc(-c2ccccc2)c(-c2ccccc2)n1 (stereo not given)	4	-9	12	3	-6	8	3	-1	0
Cc1ccc(NC(=O)CSc2nnc(C)n2-c2ccccc2)cc1	-20	-1	-25	19	0	6	0	2	5
COc1ccc(OCCCC(=O)Nc2ccc(S(=O)(=O)N3CCOCC3)cc2)cc1	-5	58*	4	-3	-2	-7	-7	-2	-4
CC(=O)Nc1cccc(NC(=O)c2ccc3c(c2)CCN3S(=O)(=O)c2ccccc2)c1	14	5	21	4	3	2	2	0	4
CCOC(=O)C1=C(C)N=c2s/c(=C\c3cccc(OCC(=O)O)c3)c(=O)n2C1c1ccccc1OC (stereo not given)	-15	-30	-26	16	-1	-1	5	-7	12
COc1cccc(C2CC(c3ccccc3Cl)n3nnnc3N2)c1 (stereo not given)	2	5	-12	20	-1	5	-2	3	-3
Cc1ccc(C(=O)COc2nc(C)cc(C)c2C#N)cc1	-16	-3	-4	6	1	2	-8	1	-5
Cn1c(NC(=O)c2cccnc2)nc2ccccc21	17	20	17	-50	-1	16	-8	-1	-2
Cc1ccc(-c2nnc3n2N=C(c2ccccc2Br)CS3)cc1	-10	3	11	14	0	-2	2	0	3
Cc1cccc(OCc2nc(-c3cccnc3)no2)c1	8	-10	1	9	0	-16	-10	-206	-8
Cc1c(CCOC(=O)CC23CC4CC(CC(C)(C4)C2)C3)sc[n+]1Cc1ccc([N+](=O)[O-])cc1	-9	43	1&-2	-30&-24	-6	-1	-10	2&1	-2&-9

Seven entries from above, in markdown:
| canonical_smiles | SENP6 inh | UBC13 polyUb | PfG6PD inh | SENP8 block-1 | MIN6 prolif | SENP7 inh | SENP8 block-2 | SENP1 FRET inh | HKDC1 inh |
| --- | --- | --- | --- | --- | --- | --- | --- | --- | --- |
| Cc1ccc(-c2nnc(N3CCN(C(=O)c4cccs4)CC3)c3ccccc23)cc1 | -10 | 7 | -9 | 21 | 0 | -1 | 2 | 4 | -2 |
| O=c1cc(-c2ccccc2Cl)oc2c(NS(=O)(=O)c3cccs3)ccc(O)c12 | -7 | 4 | -32 | 12 | -1 | 1 | -8 | 1 | 4 |
| Cc1cc(OCC(=O)Nc2ccccn2)c2c(C)cc(=O)oc2c1 | 4 | 10 | 7 | -195 | 0 | -2 | -1 | 2 | -3 |
| COC(=O)c1ccc(CN2CCN(CC(C)C)C(CCO)C2)cc1 (stereo not given) | -15 | -6 | 3 | 7 | -3 | 13 | 3 | -1 | -8 |
| CCCN1CCN(c2nc(-c3cccs3)nc3ccccc23)CC1 | -8 | 1 | -10 | -7 | -1 | -2 | -6 | 0 | 5 |
| CC(=O)Nc1ccccc1-c1nc2ccc(C(=O)N3CCN(c4cc(C)ccc4C)CC3)cc2[nH]c1=O | -12 | -9 | -4 | -14 | -2 | 12 | -8 | -16 | 1 |
| COc1ccc(C(=O)/C=C/c2ccsc2)cc1CSCC(=O)O | -7 | -12 | 0 | 20 | -6 | -8 | -3 | 3 | 36* |

Screens deposited in PubChem BioAssay by Sanford-Burnham Center for Chemical Genomics.
